Screening data as filed in PubChem.
MITF inh – human MITF inhibition, primary screen | O75030 | AlphaScreen MITF homodimerization, bead proximity signal | inhibition, % at 2.6 µM | actives 0.91% (n = 650,000) | AID 1259374; in the data active = inhibition above about 50%;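 note: 0% = vehicle wells with protein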
GPR151 activ – activators of human GPR151 | Q8TDV0 | PathHunter beta-arrestin GPR151 cells, luminescence | activation, % at 11.2 µM | actives 1% (n = 650,000) | AID 1508602; in the data active = activation above about 4.9%;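 note: 0% = median of compound wells and 100% = cells with positive control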
TEAD-YAP block – TEAD-YAP interaction inhibition; HEK-TIYL cells, TEAD-Gal4/YAP UAS-luciferase luminescence; inhibition, % at 9.12 µM; actives 1.4% (n = 640,000); in the data active = inhibition above about 32%;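 note: 0% = median of test compound wells and 100% = reference inhibitor wells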
FBW7 act – human FBW7 E3 ligase activation, primary screen; Q969H0; AlphaScreen FBW7–phospho-cyclin E peptide binding, activator screen; normalized activity (activation), % at 26.1 µM; actives 0.13% (n = 650,000); AID 1259310; in the data active = normalized activity above about 1.9%;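 note: purified mutant Fbw7 with reduced substrate affinity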
Target sequence (Q969H0 whole entry, looked up): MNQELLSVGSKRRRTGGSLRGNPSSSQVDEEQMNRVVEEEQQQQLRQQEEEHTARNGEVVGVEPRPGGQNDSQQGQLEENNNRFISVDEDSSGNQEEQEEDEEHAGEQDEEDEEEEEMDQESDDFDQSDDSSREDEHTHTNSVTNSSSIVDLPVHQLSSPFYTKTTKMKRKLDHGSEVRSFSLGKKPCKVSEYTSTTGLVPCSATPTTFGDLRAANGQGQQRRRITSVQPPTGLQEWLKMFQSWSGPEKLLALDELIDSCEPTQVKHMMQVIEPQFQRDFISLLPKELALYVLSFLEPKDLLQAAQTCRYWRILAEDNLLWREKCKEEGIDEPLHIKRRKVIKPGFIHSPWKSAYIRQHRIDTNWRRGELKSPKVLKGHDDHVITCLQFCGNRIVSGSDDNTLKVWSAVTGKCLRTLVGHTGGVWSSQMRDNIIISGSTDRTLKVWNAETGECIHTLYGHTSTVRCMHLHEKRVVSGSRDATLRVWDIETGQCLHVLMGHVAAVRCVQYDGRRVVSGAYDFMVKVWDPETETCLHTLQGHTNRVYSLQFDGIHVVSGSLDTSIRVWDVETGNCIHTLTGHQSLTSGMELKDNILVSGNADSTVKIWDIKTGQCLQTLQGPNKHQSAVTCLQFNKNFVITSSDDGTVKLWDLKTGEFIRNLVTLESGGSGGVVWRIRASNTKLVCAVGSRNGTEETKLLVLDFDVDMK
Numbers without * were called inactive; · = not tested or not shown.

smiles,MITF inh,GPR151 activ,TEAD-YAP block,FBW7 act
COc1ccc(C2CC(=O)C3=C(C2)NC(=O)CC3c2ccc(C)cc2)cc1 (stereo not given),2,-0.5,8,0.0
COC(=O)c1cccc(-c2cc(Cl)c3c(c2)CC(CNC(=O)[C@H](C)NC(C)=O)O3)c1 (stereo not given in full),-29,1.5,-5,0.1
Cc1cc(C)c(C#N)c(Oc2ccc(Cl)cc2)n1,-7,-1.1,-15,-0.1
Cc1ccc2nc(-c3ccncc3)cc(C(=O)Nc3ccc(C(=O)N4CCCC4)cc3)c2c1,3,-0.8,4,0.1
CCNC(=O)NC(=O)C(C)OC(=O)c1cccc(S(=O)(=O)NC)c1 (stereo not given),5,1.3,7,0.2
CC1=CC2=NC(=O)/C(=C\c3ccc(OCCOc4ccccc4)c(Cl)c3)C(=N)N2O1,15,-1.6,-52,0.1
CCCCNC(=O)C1c2ccccc2C(=O)N(CCOC)C1c1ccc(F)cc1 (stereo not given),13,-0.5,8,0.2
CC1CCc2c(sc(NC(=O)c3ccccc3Br)c2C(=O)OC(C)C)C1 (stereo not given),-2,-0.9,11,0.0
CC(Oc1ccc(/C=N/n2cnnc2)cc1)C(=O)O (stereo not given),5,2.4,-8,-0.1
COc1ccc(C2=NN(C(=O)c3ccccc3Cl)C(c3ccc(F)cc3)C2)cc1OC (stereo not given),7,1.0,-29,0.0
COc1ccc(CNC(=O)c2ncn[nH]2)cc1,-4,0.4,0,-0.5
O=C(Nc1ccc2ccccc2c1)N1CCCCC1,6,-2.2,-36,0.2
O=C(Nc1ccc2c(c1)OCO2)c1cc(-c2ccccc2O)no1,-4,-1.5,-20,-0.2
COc1ccccc1NC(=O)c1cccnc1Cl,-1,0.8,-2,-0.1
OCCNCc1cc2cc3c(cc2nc1OCc1cccnc1)CCC3,-11,0.1,-13,0.0
O=C(Nc1cccc(Cl)c1N1CCOCC1)c1cccc(I)c1,4,-1.5,4,0.3
Nc1cccc(S(=O)(=O)Nc2ccccc2)c1,-6,0.1,-6,0.1
COc1ccc(CCNC(=O)Cc2csc(Nc3ccccc3)n2)cc1,-1,-0.1,2,-0.2
Cc1ccc(-c2noc(CN(C)C(=O)Nc3ccc(Cl)cc3)n2)cc1,8,0.2,-4,-0.2
COc1cccc(NC(=O)C2CCCN(S(=O)(=O)c3cnc[nH]3)C2)c1 (stereo not given),14,-0.9,-8,0.8
Cc1nc2cnc(-c3cccnc3)cn2c1NC(=O)c1ccco1,-6,0.2,5,0.0
O=C(Nc1ccc(N2CCOCC2)cc1)c1cccc(-n2cc3c(n2)CCN(Cc2ccccc2)C3)c1,3,2.7,-63,-0.2
Cc1cc(NC(=O)C2CCN(C(=O)c3ccc(-n4cccc4)cc3)CC2)no1,51*,0.5,-5,-0.2
O=C(CSc1ccc2nnc(-c3cccs3)n2n1)NCc1ccccc1,10,-0.2,-2,-0.1
COc1ccccc1COc1ccc2c3c(c(=O)oc2c1C)CCCCC3,1,-0.2,2,0.1
CCOc1cc(C(=O)Nc2ccc3oc(-c4cccc(F)c4)nc3c2)cc(OCC)c1OCC,-3,-0.2,-2,-0.2
Cc1ccc(C(=O)NNC(=O)CC(NC(=O)c2ccccc2Cl)c2ccccc2)cc1 (stereo not given),1,-0.1,1,0.0
COC(=O)c1ccccc1NC(=O)c1cnn(-c2ccccc2)c1NC(=O)c1ccccc1F,-1,1.3,7,-0.1
O=[N+]([O-])c1ccc(COc2ccc(Br)cc2/C=N/O)cc1,-9,-2.6,-82,-0.2
COC(=O)c1ccccc1S(=O)(=O)Nc1ccccc1Cl,-4,-1.2,4,0.0
Cc1nn(C(C)C)c(C)c1CN1CCN(Cc2ccccc2F)C(CCO)C1 (stereo not given),-3,1.4,7,-0.1
O=C(NCC1CN(c2ccccc2)C(=O)O1)C1CCCCC1 (stereo not given),15,-1.1,9,0.1
O=[N+]([O-])c1ccccc1S(=O)(=O)Nc1ccc(S(=O)(=O)Nc2ccccc2)cc1,8,1.2,4,-0.1
Cc1ccc(C)c(OCc2nc(-c3cccnc3)no2)c1,-10,-1.0,-3,0.1
FC(F)(F)c1cccc(CNc2nc(N3CCN(Cc4ccc5c(c4)OCO5)CC3)nc3c2ncn3-c2ccsc2)c1,8,-0.1,-3,0.0
CCCn1cc(SCC(=O)Nc2ccc(C)cc2C)c2ccccc21,-1,0.0,-3,0.0
Cn1nccc1CN1CCC2(CC1)NC(=O)c1ccccc1O2,6,-0.2,-1,0.1
CCOC(=O)c1cccc(C(=O)Nc2ccc([N+](=O)[O-])cc2[N+](=O)[O-])n1,4,0.7,-5,-0.2
CCN(CC)c1ncnc2c1cnn2Cc1ccc(Cl)cc1,17,-0.8,-9,1.1
Cc1nc(N)sc1-c1nnc(SC/C=C/c2ccccc2)n1C,9,-1.1,1,0.2
COc1ccc2[nH]c3c(c2c1)CCOC31CCN(C(=O)CCCC(=O)O)CC1,19,0.0,-5,0.4
COc1cccc(NCC(O)Cn2c3ccccc3n3c(=O)cc(C)c(C#N)c23)c1 (stereo not given),6,1.3,7,0.0
O=C(Nc1ccnc(=O)[nH]1)c1ccccc1,43,0.4,-17,-0.8
NC(=O)NC(CC(=O)NNC(=O)c1cccs1)c1ccccc1Cl (stereo not given),-14,0.0,1,0.0
CC1(C)OC2OC(C(=O)N/N=C/c3ccc([N+](=O)[O-])cc3)C3OC(C)(C)OC3C2O1 (stereo not given),-1,-0.3,-7,-0.1
CCCCn1c(CN2CCN(c3cccc(Cl)c3)CC2)nc2c1c(=O)n(C)c(=O)n2C,0,0.2,0,-0.2
COC(=O)C1=NNC2C(=O)N(c3cc(Cl)ccc3OC)C(=O)C12 (stereo not given),-3,-0.5,-11,-0.2
N#C/C(=C\c1ccccc1)C(=O)OCC(=O)Nc1ccc([N+](=O)[O-])cc1Br,-14,0.4,20,0.3
COc1ccccc1CNCc1ccc([N+](=O)[O-])cc1,25,0.7,-2,-0.2
N#CC1=C(N)OC2=C(C(=O)CCC2)C1c1cn[nH]c1-c1ccc(F)cc1 (stereo not given),6,0.4,3,0.3

Following part.
smiles,MITF inh,GPR151 activ,TEAD-YAP block,FBW7 act
O=C(CCCn1c(=O)[nH]c2ccc(Br)cc2c1=O)NCc1ccco1,14,-0.8,-4,0.1
CC1C2c3ccccc3C(c3ccccc32)C1C(=O)Nc1cccc(Br)c1 (stereo not given),13,-0.3,8,0.0
O=c1cc(N2CCOCC2)[nH]c(=O)n1-c1ccc(Cl)cc1,22,0.3,-2,0.2
O=C(CNC(=O)c1ccccc1Cl)OC1CCOC1=O (stereo not given),14,-0.2,1,0.3
Cc1ccc(C(C)C)c(OCC(=O)Nc2ccc(S(=O)(=O)N3CCCC3)cc2)c1,1,0.3,7,-0.1
O=C(Cc1c(F)cccc1Cl)Nc1ccc2c(c1)OCO2,-2,-0.8,-5,-0.2
O=S(=O)(c1ccc(Cl)cc1)c1nnn2c1nc(N1CCCCC1)c1ccccc12,2,-0.2,1,0.1
COc1ccc(Cl)cc1C1=N/C(=C\c2ccc(Cl)cc2)C(=O)O1,-2,1.0,-1,0.1
Cn1nc(C(F)(F)F)c(CN)c1N1CCOCC1,9,-1.2,-3,0.1
CC(=O)N(C1=C(Cl)C(=O)c2ccccc2C1=O)c1ccc(F)c(F)c1,24,2.0,20,-0.3
CCN(CC)C(=O)C1CCCN(c2nc(NCCc3ccc(OC)cc3)c3ncn(C4CCCCC4)c3n2)C1 (stereo not given),12,10*,-6,-0.4
CCOC(=O)c1c(C)n(C)c2ccc(O)c(-c3ccc(OC)cc3)c12,2,-0.2,-25,0.5
O=c1[nH]c2ccc(S(=O)(=O)NC3CCCC3)cc2[nH]1,4,-1.4,3,-0.1
COc1ccc(NC(=O)c2ccccc2NC(=O)C2CC(=O)N(c3ccc(C)cc3)C2)cc1 (stereo not given),14,-0.7,-13,-0.2
CCn1c2ccccc2c2cnc(N=CN(C)C)c(C#N)c21,6,-0.5,42*,-0.1
COc1ccc(NC(=O)N2CCOCC2)cc1OC,14,3.7,-10,-0.1
CCOC(=O)Cn1c(N)c(-c2nc3ccccc3[nH]2)sc1=S,4,-1.6,3,0.3
O=C1NC(c2cccc(F)c2)Nc2sc3c(c21)CCC3 (stereo not given),21,-0.8,-3,0.1
CCOC(OCC)P(=O)(O)CCCNCc1ccc(Cl)c(Cl)c1,-2,-0.6,·,0.7
O=C(Nc1ccc(NC(=O)c2cc3ccccc3o2)cc1Cl)c1ccco1,4,-0.5,-24,0.2

Results in FBW7 act and MITF inh (three entries from above):
SMILES	FBW7 act	MITF inh
CCOC(=O)Cn1c(N)c(-c2nc3ccccc3[nH]2)sc1=S	0.3	4
COc1ccc(NC(=O)N2CCOCC2)cc1OC	-0.1	14
COc1ccc(NC(=O)c2ccccc2NC(=O)C2CC(=O)N(c3ccc(C)cc3)C2)cc1 (stereo not given)	-0.2	14

New compounds follow
smiles,MITF inh,GPR151 activ,TEAD-YAP block,FBW7 act
CCCCOC(=O)C1=C(C)NC2=C(C(=O)CCC2)C1c1cc2c(cc1Cl)OCO2 (stereo not given),5,0.5,6,0.2
CCOc1ccc(/C=N/NC(=O)C(=O)NC(C)c2ccccc2)cc1 (stereo not given),8,0.8,4,0.1
CN(C)c1ccc(NC(=O)c2cnn3c(C(F)F)cc(-c4ccccc4)nc23)cc1,2,0.0,3,0.0
Cc1ccc(/C=N/Nc2nc(-c3ccc(Cl)cc3)cs2)o1,-4,0.2,-9,0.0
O=C(COC(=O)C1C=CCCC1)c1ccc([N+](=O)[O-])cc1 (stereo not given),-16,1.3,1,-0.2
O=S(=O)(NCC1(c2ccc(F)cc2)CC1)c1cc(F)ccc1F,-10,-0.4,-6,0.2
CC(C)CN(C(=O)COc1ccc(Cl)cc1)c1nnc(-c2cccnc2)s1,5,0.8,-8,-0.1
O=[N+]([O-])c1ccccc1N1CCN(C(=S)c2ccccc2O)CC1,14,-0.6,10,-0.1
O=C(Cn1cnc2ccccc2c1=O)NNC(=O)c1cccs1,18,-1.5,-12,1.2
CCOC(=O)N1CCN(C(=O)c2cn(-c3cccc(OC)c3)c(=O)c3ccccc23)CC1,12,-0.9,-4,0.5

An excerpt of these results, with two lines to a compound.
Screens in order – MITF inh | GPR151 activ | TEAD-YAP block | FBW7 act
- Cc1ccc(/C=N/Nc2nc(-c3ccc(Cl)cc3)cs2)o1
→ -4 | 0.2 | -9 | 0.0
- O=C(COC(=O)C1C=CCCC1)c1ccc([N+](=O)[O-])cc1 (stereo not given)
→ -16 | 1.3 | 1 | -0.2

Quoted from the listing:
O=S(=O)(NCC1(c2ccc(F)cc2)CC1)c1cc(F)ccc1F | FBW7 act = 0.2
CCOC(=O)N1CCN(C(=O)c2cn(-c3cccc(OC)c3)c(=O)c3ccccc23)CC1 | MITF inh = 12
O=[N+]([O-])c1ccccc1N1CCN(C(=S)c2ccccc2O)CC1 | GPR151 activ = -0.6
CCOc1ccc(/C=N/NC(=O)C(=O)NC(C)c2ccccc2)cc1 (stereo not given) | TEAD-YAP block = 4

Next part
smiles,MITF inh,GPR151 activ,TEAD-YAP block,FBW7 act
O=C(NN1CCOCC1)c1ccc([N+](=O)[O-])cc1[N+](=O)[O-],-1,-0.1,-9,-0.3
CCc1nnc(NS(=O)(=O)c2ccc(NC(=O)c3ccc(OC)c(OC)c3)cc2)s1,-14,-2.0,3,0.0
COc1cc(Nc2cc(-c3cccc(O)c3)nc3ccnn23)cc(OC)c1OC,13,0.0,0,0.0
Cc1ccc2c(N)c(C)ccc2n1,16,-0.5,-12,0.1
Cc1cc(Cl)ccc1NC(=O)CCC(=O)N/N=C/c1ccccc1Cl,4,-1.3,-2,0.0
CCCCNC(=O)C(CC)Sc1nnc(-c2ccc(F)cc2)c(-c2ccc(F)cc2)n1 (stereo not given),1,0.4,-1,-0.1
Cn1c(=O)c2c(nc(NCC3CCCO3)n2Cc2ccc(F)cc2)n(C)c1=O (stereo not given),17,-0.6,11,0.1
CC1CCN(C(=O)C2CCCN(S(=O)(=O)c3ccc(Br)s3)C2)CC1 (stereo not given),1,1.0,7,-0.1
COc1ccccc1S(=O)(=O)NCCc1ccsc1,-8,0.5,-7,0.0
CCCCC(CC)OCCCN=Cc1c(O)[nH]c(=S)[nH]c1=O (stereo not given),-3,-0.3,16,0.3
COc1ccc(CCNc2nc(SCC(=O)NCc3ccco3)nc3ccccc23)cc1OC,4,0.5,15,-0.1
Cc1cc(C)c(C(=O)ON=C2C=CC(=O)C=C2)c(C)c1,0,0.4,-9,-0.3
